High-throughput results (PubChem BioAssay)
TDP-43 yeast inh = inhibitors of TDP-43 toxicity in yeast; TDP-43 expressing yeast growth rescue, BacTiter-Glo, 24 h; Potency, µM (top dose mostly 46.1 µM), inactives show at the top dose growth rescue (activation), usual class: activators; 410,000 tested, 1.8% active; further: potency means the concentration at half of the fitted maximal effect; % of control where 0% means no effect; nearly all actives have a fitted effect of over 50% in size
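Readout is BacTiter-Glo luminescence of cell growth, so inhibitors register as activators. TDP-43-expressing yeast at OD600=0.02 in galactose medium, after raffinose pregrowth to mid-log, were incubated with compound for 24 hr at 30 deg C.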
KB-V1 cytotox = kills drug-selected multidrug resistant KB-V1 cells; KB-V1 MDR cells viability, CellTiter-Glo, 72 h; Potency, µM (highest dose often 46.1 µM), for inactives: top-dose activity change, negative = cytotoxicity, most hits filed as cytotoxic; 400,000 tested, 3.4% active; further: potency means the concentration at half of the fitted maximal effect; on the % scale 0 is the no-effect control and ±100 the full control effect; nearly all actives have a fitted effect of over 60% in size
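KB-V1, DMEM (no phenol red) + 10% FBS; cpd pin-transferred, titration series; 72 h, 37 degrees C; CellTiter-Glo, luminescence. Data normalized, curve-fit.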
aSyn yeast inh = inhibitors of alpha-synuclein toxicity in yeast. AID 652106. Potency, µM (doses to about 46.1 µM), inactives show top-dose growth rescue (activation), actives largely listed as activators. Yeast expressing alpha-synuclein, growth rescue, BacTiter-Glo, 24 h. 370,000 tested, 0.14% active; further: potency means the concentration at half of the fitted maximal effect; % of control where 0% means no effect; nearly all actives have a fitted effect of over 65% in size
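Rescue of yeast growth: cells expressing toxic alpha-synuclein, induced in galactose at OD600 0.02, incubated with compound 24 h at 30 C. ATP luminescence quantified growth; inhibitors of toxicity appear as activators.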
PTHR1 ag = agonists of human PTHR1 parathyroid hormone receptor | Q03431 | HEK293 GP2 PTHR1 cells, GloSensor cAMP luminescence, 1 h | Potency, µM (series often up to 115 µM), for the others: at the highest dose activation, most hits filed as activators | 410,000 tested, 0.075% active | AID 743266; further: potency means the concentration at half of the fitted maximal effect; nearly all actives have a fitted effect of over 55% in size; some results filed as inactive show a strong effect at the top dose; inactives centre near -15; many of its hits are not listed in these tables
Target sequence (Q03431 whole entry, looked up): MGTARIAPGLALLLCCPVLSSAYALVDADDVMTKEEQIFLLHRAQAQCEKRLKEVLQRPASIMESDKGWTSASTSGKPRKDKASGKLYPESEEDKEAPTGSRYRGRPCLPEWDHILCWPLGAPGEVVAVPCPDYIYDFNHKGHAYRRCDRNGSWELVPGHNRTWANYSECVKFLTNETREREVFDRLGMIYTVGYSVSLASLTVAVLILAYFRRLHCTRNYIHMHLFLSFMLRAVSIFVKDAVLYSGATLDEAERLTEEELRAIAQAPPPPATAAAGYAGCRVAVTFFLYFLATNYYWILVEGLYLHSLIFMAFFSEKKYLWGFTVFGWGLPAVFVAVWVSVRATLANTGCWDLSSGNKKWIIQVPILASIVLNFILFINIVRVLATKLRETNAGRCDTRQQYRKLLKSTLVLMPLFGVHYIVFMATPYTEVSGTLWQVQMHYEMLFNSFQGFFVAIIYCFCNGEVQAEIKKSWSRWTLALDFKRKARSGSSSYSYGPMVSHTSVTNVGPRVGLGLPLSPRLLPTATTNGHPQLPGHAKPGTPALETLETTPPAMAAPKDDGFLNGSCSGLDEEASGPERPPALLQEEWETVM
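HEK-293-derived GP2 cells expressing PTHR1 and a GloSensor cAMP reporter, 3,000/well, plated overnight, given luciferin plus IBMX (each 0.5 mM as added) for 1 h at 37 °C, then compound for 1 h at 37 °C. Luminescence was read after 15 min at room temperature.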
GLP1R cytotox = cytotoxic in the GLP-1 receptor inverse agonist counter-screen. HEK293 cAMP-luciferase reporter cells, luminescence, 24 h. Potency, µM (titrated, usually from 38.3 µM), for the others: at the top dose activity change, negative = inhibition, hits mostly inhibitors. 410,000 tested, 0.13% active;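 further: loss of luciferase light is scored as toxicity; potency means the concentration at half of the fitted maximal effect; on the % scale 0 is the no-effect control and ±100 the full control effect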
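Here, cytotoxicity is scored as loss of luminescence. The MLSMR collection was tested on cells seeded in medium containing 10% Nu serum, with a 24 hr compound exposure preceded by 12 hours of culture.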
GLP1R inv ag = acts as inverse agonist at human GLP-1 receptor; Potency, µM (series often up to 38.3 µM), without a hit: at the top dose activity change, negative = inhibition, hits mostly inhibitors; 410,000 tested, 1.6% active; P43220; HEK293 GLP-1R CRE-luciferase, luminescence, 24 h; GLP-1R form is constitutively active; further: potency means the concentration at half of the fitted maximal effect; on the % scale 0 is the no-effect control and ±100 the full control effect; nearly all actives have a fitted effect of over 55% in size
Target sequence (P43220 whole entry, looked up): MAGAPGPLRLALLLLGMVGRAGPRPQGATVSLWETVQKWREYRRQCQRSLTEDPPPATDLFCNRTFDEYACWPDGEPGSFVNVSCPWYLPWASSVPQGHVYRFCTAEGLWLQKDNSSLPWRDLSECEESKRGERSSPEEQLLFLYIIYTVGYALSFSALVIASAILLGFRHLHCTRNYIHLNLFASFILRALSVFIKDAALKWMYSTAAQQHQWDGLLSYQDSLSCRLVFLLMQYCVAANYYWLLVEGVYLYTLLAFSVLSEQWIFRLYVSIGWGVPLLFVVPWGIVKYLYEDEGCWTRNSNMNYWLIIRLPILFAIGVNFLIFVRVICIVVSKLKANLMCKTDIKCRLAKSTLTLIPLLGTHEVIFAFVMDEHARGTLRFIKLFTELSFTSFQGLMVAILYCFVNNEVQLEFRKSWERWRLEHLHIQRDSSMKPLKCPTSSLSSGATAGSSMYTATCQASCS
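Assay principle: reduced luminescence from a cAMP-responsive reporter in HEK293 cells co-expressing a constitutively active GLP-1R. Conditions: 24 hr compound incubation, 37 deg C, 5% CO2.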
GLP1R ag = activates the human GLP-1 receptor | P43220 | HEK293 GLP-1R CRE-luciferase, luminescence, 4-6 h; cells express a hypersensitive GLP-1R form | Potency, µM (series often up to 45.6 µM), for inactives: at the top dose activation, most hits filed as activators | 380,000 tested, 0.007% active | AID 624172; further: potency means the concentration at half of the fitted maximal effect; % of control where 0% means no effect
DRD3 antagonist = D3 dopamine receptor (human) antagonism; P35462; D3R cells, DiscoveRx beta-arrestin luminescence, antagonist mode; stronger effect = lower value; max response, negative = inhibition, %; 360,000 tested, 2.5% active; AID 652054; in the data active means max response below about -50%; inconclusive means no clear call, values can overlap the other calls; further: on the % scale 0 is the no-effect control and ±100 the full control effect; mostly tested at two doses, the higher about 12 µM
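Cells plated overnight at 1500 cells/well, then exposed to library compounds with dopamine controls for 90 minutes at 37 degrees C. DiscoveRx reagent added for 30–60 minutes at room temperature; luminescence read, quantitative HTS format.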
D3 ag = D3 dopamine receptor (human) agonism | P35462 | D3R DiscoveRx beta-arrestin cells, luminescence, 90 min | AID 652048 | max activation, % | 410,000 tested, 0.58% active; in the data active means max activation above about 30%; further: 0% is about no effect; mostly tested at two doses, the higher about 12 µM
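Agonist-mode cell screen: cells plated at 1500/well and incubated overnight at 37 °C, then exposed to library compounds for 90 min at 37 °C. Detection reagent was added for 30–60 min at room temperature, and luminescence was read.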
Numbers without * were called inactive; i = inactive; ? = inconclusive; . = no result given; [ ] = dose if it differs, or a comment. Unless noted, the call rests on the fitted dose curve; in most records, active means well fitted curve in the direction sought with a large enough effect; inconclusive means small, poorly fitted or top-dose-only effect, or another doubt; inactive means no such curve, though single readings can be large; an effect the other way counts as inactive or inconclusive. This is a subset; rates above refer to the full screens.

SMILES	TDP-43 yeast inh	KB-V1 cytotox	aSyn yeast inh	PTHR1 ag	GLP1R cytotox	GLP1R inv ag	GLP1R ag	DRD3 antagonist	D3 ag
Cc1cnc(CNC(=O)C2CCC(=O)N(Cc3ccc(Cl)cc3)C2)[nH]1 (stereo not given)	8%	1%	1%	i	-1%	13%	-9%	5	2
O=C(CSc1nnc(-c2cccs2)n1-c1ccccc1)NCc1ccc2c(c1)OCO2	4%	5%	2%	i	-14%	?	0%	-6	1
C(#CCN1CCOCC1)CCCN1CCOCC1	-12%	0%	-5%	-10%	-3%	4%	1%	-7	-6
C[C@H]1CN=C(N(C)C)N1CCCCc1ccccc1	-14%	-9%	-2%	-2%	6%	2%	1%	0	-24
COc1ccc(N(CC(=O)Nc2cc(C)cc(C)c2)S(=O)(=O)c2ccccc2[N+](=O)[O-])c(OC)c1	-3%[0.397 µM]	-1%	0%	-6%	-1%	44%[activator]	0%	-23	6
O=C(Nc1ccc([N+](=O)[O-])cn1)c1cc(-c2cccc(Br)c2)nc2ccccc12	-16%	-8%	-2%	-29%	7%	16%	-2%	-4	-6
O=C(NNC(=O)C1[C@H]2CCCC[C@@H]12)c1ccc(=O)oc1 (stereo not given in full)	-19%	?	-5%	i	2%	6%	0%	-19	-5
CCN(CC)C(=O)c1cc(Cl)ccc1NC(=O)c1ccco1	9%	-9%	2%	-19%	6%	22%	2%	7	7
Fc1ccccc1C1c2cccn2CCN1C(=S)Nc1ccc(Br)cc1 (stereo not given)	.	3%	-8%	-5%	?	4.5µM*	-5%	-64*	-21
COc1cc(C(=O)OCCn2c(=O)c3c(ncn3CCN(C)C)n(C)c2=O)cc(OC)c1OC	13%	?	-1%	-61%	-1%	19%	1%	2	-2
Cc1ccc(CNC(=O)C2CCN(C(=O)Nc3ccc(C)cc3)CC2)cc1	-5%	-25%	2%	-14%	6%	?	4%	-6	-3
CS(=O)(=O)c1ccc(Cl)c(NC(=O)c2cc(S(=O)(=O)N3CCOCC3)ccc2N2CCCC2)c1	-2%	-14%	1%	i	6%	50%[activator]	8%	-7	-5
O=C(Nc1ccc(C(=O)c2ccccc2)cc1)c1ccccc1	-5%	-4%	-8%	-48%[inhibitor]	4%	?	0%	16	-1
Cc1cccc(NC(=O)c2nc[nH]c2C(=O)N2CCC(C)CC2)c1	29%	0%	10%	i	10%	-6%	3%	?	2
Cc1c(Cl)cccc1-c1ccc(CNCCCSc2nnnn2C)o1	0%[9.22 µM]	0%	.	-3%	-7%	?	.	.	-29
CCN1CCN(S(=O)(=O)c2ccc(Cl)c(C(=O)NC3CCC(C)CC3)c2)CC1 (stereo not given)	-1%	-1%	3%	-31%[inhibitor]	-27%	-10%	7%	7	0
Cc1ccc(Cn2c(SCC(=O)NCC3CCCO3)nc3ccsc3c2=O)cc1 (stereo not given)	-3%	?	14%	i	-27%	-27%	12%	-18	1
O=c1oc2ccccc2n1Cn1c(=O)oc2ccccc21	26%	-2%	0%	i	17%	2%	-10%	5	1
Cc1cc(S(=O)(=O)Nc2ccc(N3CCOCC3)cc2)ccc1Br	?	-28%	2%	-18%	-19%	?	17%	10	2
COc1ccc(/C=N/NC(=O)c2c(C)n(C)c3ccc(OC)cc23)c(OC)c1	15%	-3%	-6%	-27%	6%[1.53 µM]	3%	-2%	20	5
O=C(CCn1nnc2ccccc21)Nc1nnc(COc2ccccc2F)s1	13%	-4%	0%	i	-1%	-8%	-11%	-21	0
O=C(OCC(=O)N1CCN(c2ccccc2)CC1)c1cccc(Cl)c1	-5%	5%	1%	-9%	9%	24%	11%	0	-5
CC1CCN(c2nc3ccccc3nc2C(C#N)C(=O)OC2CCCCC2)CC1 (stereo not given)	-12%	1%	6%	i	5%	0%	0%	13	-1
O=C(CN1C(=O)c2ccccc2C1=O)Nc1cccc(Cl)c1	-11%	?	-8%	-1%	-2%	0%	-5%	-24	-7
CC(C)NC(=O)C1CCN(C(=O)N2CCOc3ccc(Cl)cc32)CC1	0%	6%	.	i	-1%	-8%	.	.	1
Nc1cccc(-c2nc3ccccc3[nH]2)c1	-12%	3%	-3%	-17%[57.5 µM]	-13%	11%	-12%	17	14
CN(C)S(=O)(=O)c1cccc(NS(=O)(=O)c2ccc(Cl)s2)c1	-19%	-4%	1%	-7%	8%	12%	3%	6	10
O=C(C1CCN(S(=O)(=O)N2CCOCC2)CC1)N1CCc2ccccc21	-14%	-3%	-2%	-7%[57.5 µM]	3%	9%	7%	-8	-3
CN(Cc1cc2ccccc2[nH]c1=O)C(=O)C1CCCCC1	6%	0%	-5%	-6%[57.5 µM]	-16%	-21%	-7%	31	3
COc1ccc(-c2csc3ncnc(N4CCN(S(=O)(=O)c5ccc(C)c(C)c5)CC4)c23)cc1	-1%	-29%	1%	-6%	-18%	-14%	10%	4	5
CC(=O)c1ccccc1NC(=O)COC(=O)c1cc[n+]([O-])cc1	11%	-5%	2%	-9%	-1%	9%	4%	-8	-1
CCNc1ncnc2c1nnn2C	19%	.	.	i	4%	3%	.	.	-16
Cc1ccc(OCCC(=O)OCC(=O)NC(=O)c2ccccc2)cc1	-25%	30%	-3%	4%	-4%	-21%	0%	9	2
C#C[C@]1(OC(C)=O)CCC2C3CCC4=CC(=O)CC[C@@H]4C3CC[C@@]21C (stereo not given in full)	-4%	9.2µM*	12%	-52%[inhibitor]	12%	-3%	2%	5	13
CCCc1nc2nc(C)c(NS(=O)(=O)c3ccc(C(C)(C)C)cc3)c(=O)n2[nH]1	-9%	2%	1%	-13%	-13%	-3%	0%	0	1
COc1ccc(NC(=O)N2CCCC2C(=O)NCc2ccc(C)cc2)cc1 (stereo not given)	0%[9.22 µM]	0%	-1%	i	-3%	-18%	0%	1	-6
CC(=O)c1ccc(NC(=O)COC(=O)CCN2C(=O)c3cccc([N+](=O)[O-])c3C2=O)cc1	-11%[0.397 µM]	8%	-3%	i	-9%	-6%	8%	-7	6
O=S(=O)(Nc1ccccc1)c1ccc(-c2cnc(C3CC3)o2)cc1	35µM*	?	-15%	-26%	-30%	?	-3%	6	-5
Fc1ccc(NC(=S)Nc2cccc3ccccc23)cc1F	22%	16%	11%	-15%	?	?	8%	-15	2
Cc1ccc(S(=O)(=O)c2nc(-c3ccc(F)cc3)oc2N2CCN(c3ccccc3)CC2)cc1	10%	-1%	.	2%	0%	11%	.	.	-13
COc1cccc2cc(C(=O)NCc3ccccc3Br)c(=O)oc12	-7%	0%	0%	i	8%	2%	3%	1	0
Cn1nc(-c2ccccc2)c(CN2CCN(c3ncccn3)CC2)c1Cl	24%	-8%	2%	-59%[inhibitor]	15%	?	7%	7	-4
O=C(NCCS(=O)(=O)N1CCN(c2ccccc2)CC1)C1CCCCC1	27%	-14%	3%	-19%	5%	-5%	-1%	19	-1
CCOC(=O)c1ccc2[nH]c(C)c(C)c2c1	-1%	3%	-12%	-1%[57.5 µM]	14%	-29%	21%	0	-13
Cc1nc2ccc(NC(=O)c3nn(C(C)C)c(=O)c4ccccc34)cc2s1	22%	-24%	0%	-11%	-3%[1.53 µM]	14%	21%	-2	8
Cc1ccc(S(=O)(=O)N2CCCC(C(=O)NC3=NCCS3)C2)cc1 (stereo not given)	-9%	-1%	-3%	i	9%	-5%	1%	?	-9
CC(=O)NS(=O)(=O)c1ccc(N=NN2CCCCC2)cc1	12%	14%	-3%	-6%	3%	16%	-2%	-11	-5
Cc1ccc(C(=O)NC(=S)Nc2cccc3nsnc23)cc1	8%	-20%	-9%	-9%[57.5 µM]	-2%	12%	-5%	-8	-4

Laid out differently: entries from further up
Screens in order: TDP-43 yeast inh, KB-V1 cytotox, aSyn yeast inh, PTHR1 ag, GLP1R cytotox, GLP1R inv ag, GLP1R ag, DRD3 antagonist, D3 ag
> COc1cccc2cc(C(=O)NCc3ccccc3Br)c(=O)oc12
  -7%, 0%, 0%, i, 8%, 2%, 3%, 1, 0
> Cn1nc(-c2ccccc2)c(CN2CCN(c3ncccn3)CC2)c1Cl
  24%, -8%, 2%, -59%[inhibitor], 15%, ?, 7%, 7, -4
> O=C(NCCS(=O)(=O)N1CCN(c2ccccc2)CC1)C1CCCCC1
  27%, -14%, 3%, -19%, 5%, -5%, -1%, 19, -1
> CCOC(=O)c1ccc2[nH]c(C)c(C)c2c1
  -1%, 3%, -12%, -1%[57.5 µM], 14%, -29%, 21%, 0, -13
> Cc1nc2ccc(NC(=O)c3nn(C(C)C)c(=O)c4ccccc34)cc2s1
  22%, -24%, 0%, -11%, -3%[1.53 µM], 14%, 21%, -2, 8
> Cc1ccc(S(=O)(=O)N2CCCC(C(=O)NC3=NCCS3)C2)cc1 (stereo not given)
  -9%, -1%, -3%, i, 9%, -5%, 1%, ?, -9
> CC(=O)NS(=O)(=O)c1ccc(N=NN2CCCCC2)cc1
  12%, 14%, -3%, -6%, 3%, 16%, -2%, -11, -5
> Cc1ccc(C(=O)NC(=S)Nc2cccc3nsnc23)cc1
  8%, -20%, -9%, -9%[57.5 µM], -2%, 12%, -5%, -8, -4
